# M18AAP inhibitor: PfM18AAP inhibitors, malaria aminopeptidase, primary screen, biochemical, QFRET, recombinant enzyme; M18 aspartyl aminopeptidase (Plasmodium falciparum 3D7); H-Glu-NHMec fluorogenic cleavage; inhibition, % at 7.35 µM; 1.2% of 290,000 active;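 active means inhibition above the campaign mean inhibition over all tested compounds plus 3 SD, cut at about 28% in these data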;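 further: 0% = plate median of test compound wells and 100% = 2 mM ZnCl2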
# FID counter: compounds displacing fluorescent DNA intercalator, primary screen, artefact control for HCV NS3 helicase inhibitor project, biochemical, FID fluorescence; DNA fluorescent intercalator displacement; inhibition, % at 7.9 µM; 0.17% of 290,000 active; in the data active means inhibition above about 37%;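 further: 0% = vehicle and 100% = reference compound; higher means more ethidium bromide displaced from hairpin DNA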
# MEKK2 mut-MEK5: MEK5 binding signal on mutant MEKK2 PB1, primary screen, biochemical, multiplex bead flow cytometry, Alexa488-MEK5 | Alexa488-MEK5 binding to MEKK2 mutant | percent response, % at 10 µM | 0.35% of 290,000 active | AID 1530, 2009; in the data active means percent response above about 24%, passing the limit was not always enough; further: inactives centre near 1; some results filed as inactive read as strong as hits; reference of the scale not given here
# SUMO HTRF inh: inhibitors of in vitro SUMOylation cascade, primary screen, biochemical, HTRF, uHTS. AID 2006, 2009. HTRF SUMOylation assay, SAE1/SAE2 + UBC9. inhibition, % at 35 µM. SUMO-conjugating enzyme UBC9 (Homo sapiens), P63279. 0.36% of 290,000 active; in the data active means inhibition above about 50%, passing the limit was not always enough; further: strong numbers were not always called active
# Target sequence (P63279 whole entry, looked up): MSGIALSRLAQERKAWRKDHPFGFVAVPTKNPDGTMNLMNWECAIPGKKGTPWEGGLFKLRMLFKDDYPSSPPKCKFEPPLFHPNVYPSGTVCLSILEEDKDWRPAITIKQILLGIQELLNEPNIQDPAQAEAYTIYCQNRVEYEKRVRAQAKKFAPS
# NALP1 inh: NALP1 inflammasome inhibitors in reconstituted yeast, colorimetric, S. cerevisiae, triplicate retest. S. cerevisiae NALP1/ASC/caspase-1 growth, X-gal OD620, 72 h. inhibition, % at 10 µM. 0.61% of 280,000 active. AID 2071, 2009; in the data active means inhibition mostly above about 24%, no sharp cut-off; inactive means mostly below about 32%; further: some compounds called inactive have numbers as strong as hits
# IMP-1 inh: IMP-1 metallo-beta-lactamase inhibitors, primary screen, biochemical, epi-absorbance readout, Pseudomonas aeruginosa enzyme; purified IMP-1, nitrocefin hydrolysis, epi-absorbance fluorescence; inhibition, % at 5.6 µM; 0.45% of 290,000 active;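 active means inhibition above the mean plus 3 SD of all compounds in the same screening run, cut at about 4.5% in these data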;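 further: 0% = IMP-1 with DMSO and 100% = DMSO wells lacking enzyme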
#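 System: purified recombinant IMP-1 beta-lactamase. Medium: Zinc- and detergent-supplemented HEPES buffer, pH 7.1. Compound: one 5.6 µM dose […]. Schedule: 15 min preincubation plus 25 min reaction at 25 °C. Technique: Epi-absorbance fluorescence, 480 nm excitation, 530 nm emission.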
# HCV NS3 hel inh: inhibitors of HCV NS3 helicase, primary screen, biochemical, Cy5 molecular beacon fluorescence; NS3 helicase DNA unwinding; inhibition, % at 10.9 µM; 0.56% of 290,000 active;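 active means inhibition above the mean of all tested compounds plus 3 SD, set per campaign, cut at about 35% in these data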;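 further: 0% = DMSO wells and 100% = thioflavine S control wells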
#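 Assay system – hepatitis C virus NS3 helicase domain fragment enzyme · Buffer or medium – MOPS pH 6.5, MgCl2, DTT, Tween20, BSA · Reagent – Cy5/quencher beacon DNA duplex and ATP to start · Compound – single 10.9 µM dose · Timing – 1 h at 25 °C · Technique – Cy5 beacon fluorescence read at start and 1 h · Measure – % inhibition of unwinding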
# VIM-2 inhibitor: VIM-2 metallo-beta-lactamase inhibitors, primary screen, biochemical, epi-absorbance readout, Pseudomonas aeruginosa enzyme; inhibition, % at 5.6 µM; purified VIM-2, nitrocefin hydrolysis, epi-absorbance fluorescence; 0.89% of 290,000 active; AID 1527, 2009;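 active means inhibition above the mean of all tested compounds plus 3 SD, cutoff set per screening run, cut at about 7.5% in these data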;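 further: red hydrolysis product quenches plate fluorescence so inhibitors raise well fluorescence; 0% = enzyme with DMSO and 100% = DMSO without enzyme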
# MEKK2 WT-MEK5: modulators of MEK5 binding to wildtype MEKK2, primary screen, biochemical, multiplex bead flow cytometry, Alexa488-MEK5 | Mitogen-activated protein kinase kinase kinase 2 (Homo sapiens), Q9Y2U5 | Alexa488-MEK5 binding to MEKK2 WT; actives lie on both sides | binding response (% of control), % at 10 µM | 1.1% of 290,000 active | AID 1531, 2009; in the data active means binding response below about 67% or above about 130%
# Active calls of the source: *; x = not tested or not shown.
SMILES,M18AAP inhibitor,FID counter,MEKK2 mut-MEK5,SUMO HTRF inh,NALP1 inh,IMP-1 inh,HCV NS3 hel inh,VIM-2 inhibitor,MEKK2 WT-MEK5
CC1CN(C(=O)CCC(=O)NCc2ccccn2)c2ccccc2O1 (stereo not drawn),-9,-7,-1,-3,14,-1.5,-13,-2.6,100
COc1ccc(OC)c(NC(=O)CSc2nc(C)cs2)c1,-4,-7,4,-2,16,-1.8,-2,-0.3,102
O=C1N2CCCc3cccc(c32)C12Nc1ccccc1S2 (stereo not drawn),16,-3,18,-18,-2,-2.9,0,-2.5,109
COCc1cc(=O)[nH]c(SCCS(=O)(=O)c2ccc(C)cc2)n1,1,-15,-15,3,22,1.9,-2,0.1,98
CCSc1nc(C)c(C)c(=O)[nH]1,-5,-3,4,12,4,-2.9,-5,-2.8,104
COc1cccc(CNC(=O)C(=O)NCC2CCCO2)c1 (stereo not drawn),8,-4,6,12,1,0.6,10,-3.2,98
O=C(NCCCO)C(=O)Nc1cc2c3c(c1)CCN3C(=O)CC2,-2,-8,-5,0,27,-0.2,22,1.3,94
NS(=O)(=O)c1ccc(CCNC(=O)/C=C/c2cccc([N+](=O)[O-])c2)cc1,-6,3,2,-2,26,-1.7,3,-1.1,105
CCC(=O)C1=C(O)C(c2cccc(Oc3ccccc3)c2)CCC1=O (stereo not drawn),10,-22,-2,5,-2,-1.9,16,-2.9,93
N#Cc1cc2c(nc1SC1CC(=O)N(c3ccccc3)C1=O)CCC2 (stereo not drawn),-1,-7,-3,35,6,-0.6,4,-2.4,93
CCOc1ccc(/C=N/NC(=O)c2cc(-c3cccn3C)n[nH]2)cc1,-4,-5,7,2,1,-3.7,3,-3.7,101
COCCNC(=S)NNC(=O)CSCc1ccc(Cl)cc1Cl,14,-20,-13,-28,-10,-1.5,-18,-3.0,96
CCOC(=O)c1cnc2c(C#N)cnn2c1N,-7,-5,-14,-2,4,-2.1,-14,-3.0,83
CCc1nnc(NC(=O)CSc2ccc(-c3cccs3)nn2)s1,-4,-20,-11,7,3,-1.8,3,-1.4,83
CCC(C)N(C(=O)COC(=O)CCc1c[nH]c2ccccc12)C1CCS(=O)(=O)C1 (stereo not drawn),5,-24,x,-17,32,-1.3,-5,-3.8,x
Cc1cccc(N(C)S(=O)(=O)c2ccc(-c3cc(C)no3)s2)c1,-2,-17,4,14,7,-2.6,-14,-1.6,99
COc1ccc(S(=O)(=O)NCC2CCC(C(=O)NCCC(C)C)CC2)cc1 (stereo not drawn),-3,-38,1,6,31,-3.2,3,-2.4,100
O=C(NCC(c1cccs1)N1CCOCC1)c1cc([N+](=O)[O-])ccc1Cl (stereo not drawn),-7,-7,3,0,24,-3.2,2,-1.6,110
CCOc1ccc(C(=O)N(Cc2ccc(OC)cc2)Cc2cc3cc(OC)ccc3[nH]c2=O)cc1,0,0,4,-9,-2,-0.9,-2,-3.2,103
Cc1ccc(C)c(NC(=O)CCN2CCc3ccccc3C2)c1,-2,4,-2,-12,-3,-1.7,-1,-3.5,96
COc1ccccc1Oc1ccc(S(=O)(=O)NCc2ccccn2)cc1,-2,-20,9,-1,-1,0.4,-2,-4.3,107
CCOc1cc(C2Nc3ccccc3C(=O)N2c2ccccc2)ccc1O (stereo not drawn),8,0,0,9,-3,-1.5,5,0.2,99
CCOC(=O)CSc1nc(C2CC2)cc(-c2ccc(F)cc2)c1C#N,1,-3,-1,-12,8,-2.6,9,-2.8,99
COc1ccc(Nc2nnc(SCc3cc([N+](=O)[O-])cc4c3OCOC4)s2)cc1,2,1,7,28,44*,-4.9,1,-6.5,99

# Limited to NALP1 inh and MEKK2 mut-MEK5, for 3 of the compounds above:
mol | NALP1 inh | MEKK2 mut-MEK5
CCOc1ccc(C(=O)N(Cc2ccc(OC)cc2)Cc2cc3cc(OC)ccc3[nH]c2=O)cc1 | -2 | 4
COc1ccccc1Oc1ccc(S(=O)(=O)NCc2ccccn2)cc1 | -1 | 9
COc1cccc(CNC(=O)C(=O)NCC2CCCO2)c1 (stereo not drawn) | 1 | 6

# Next section.
SMILES,M18AAP inhibitor,FID counter,MEKK2 mut-MEK5,SUMO HTRF inh,NALP1 inh,IMP-1 inh,HCV NS3 hel inh,VIM-2 inhibitor,MEKK2 WT-MEK5
Cc1cc(C)cc(NC(=O)N2CCC(c3nc4ccccc4o3)CC2)c1,-9,-30,0,-15,18,-2.2,-2,-4.7,94
Cc1ccc(SCCC(=O)NC(C)(C)C)cc1,3,-10,3,5,-88,-5.3,6,-2.6,100
COc1cc(S(=O)(=O)NCC2OCCc3ccccc32)ccc1-n1cnnn1 (stereo not drawn),7,-2,4,5,10,-2.1,-3,-0.9,105
COC(=O)c1cc(NC(=O)C2CC(=O)NC(=NCc3ccc(OC)cc3)S2)cc(C(=O)OC)c1 (stereo not drawn),-9,2,-9,0,-6,-2.0,-2,-0.8,93
NC(=O)c1ccccc1,-20,6,5,3,4,1.0,-8,0.9,68
COc1ccccc1Cn1c(-c2ccco2)nc2nc3ccccc3nc21,-9,-14,2,x,x,-1.7,10,-1.1,100
O=C(CCc1ccccc1)NCc1cccnc1,-2,-6,2,17,5,-2.9,11,-2.3,103
CCOC(=O)c1ccc(N2C(=O)C3ON(c4ccccc4)C(c4ccco4)C3C2=O)cc1 (stereo not drawn),4,-36,7,12,4,-0.9,10,-3.0,102
CCCCN(C)CCNC(=O)C1CCN(S(=O)(=O)c2cccc3nsnc23)CC1,15,19,6,2,6,-1.8,7,-1.4,104
CCN(CC)c1ccc(NC(=O)COc2ccc(C)cc2)cc1,6,-10,-1,-27,18,-4.3,1,-0.9,95
CCOC(=O)c1sc(=S)n(C)c1NC(=O)c1cccc(Br)c1,2,-3,-6,-12,-4,-2.6,13,-2.2,92
COCCCn1c(SCC(=O)N2CCOCC2)nc2ccccc2c1=O,1,-17,1,-6,14,-3.9,13,-1.5,104
CN1CCC(N(C)C(=O)CCc2nc3ccccc3c(=O)[nH]2)CC1,-10,-3,7,-21,12,1.6,6,2.1,103
Cc1ccc(OCc2cc(C(=O)N(C)CCn3ccnc3C)no2)cc1C,3,3,14,-2,5,-2.4,-15,-1.1,122
COc1ccc(Nc2nc(-c3sc(N)nc3C)cs2)cc1,4,12,3,-10,-6,-4.2,3,-2.9,104
COC(=O)c1ccc(OC(C)C(=O)c2ccc(C)cc2)cc1 (stereo not drawn),8,-14,-1,-2,16,-2.7,37*,-4.8,104
CCCCn1c(SCC(=O)OCC)nnc1-c1ccoc1C,2,-10,5,16,-24,-4.2,5,-2.5,109
CCCn1nnc(NC(=S)NC(=O)C(C)(C)C)n1,1,-20,2,-2,11,-3.1,5,-3.2,101
O=C(Nc1ccccc1-c1ccccc1)c1ccco1,-4,-2,3,14,7,-3.6,3,-6.5,105
COc1cc(CN2CCCN(C)CC2)cc([N+](=O)[O-])c1O,4,2,0,0,9,1.3,4,-1.0,98
CC(C(=O)Nc1ccccc1)N(C)Cc1cccs1 (stereo not drawn),-3,-10,-2,2,-1,-1.3,-12,0.1,98
CCNS(=O)(=O)c1ccc(NC(=O)c2ccc(Cn3cc([N+](=O)[O-])cn3)o2)cc1,0,2,6,-16,21,-2.3,0,-2.8,101
COc1ccc(S(=O)(=O)C(C#N)c2nc3ccccc3nc2N2CCCC(C)C2)cc1 (stereo not drawn),3,-6,2,94,-4,-4.6,3,-0.4,107
Cc1cc(NC(=O)c2ccc(Br)cc2)nc(C)n1,-12,-5,-8,-13,3,-2.1,5,-2.4,101

# One compound at a time (already shown). Order of values: M18AAP inhibitor | FID counter | MEKK2 mut-MEK5 | SUMO HTRF inh | NALP1 inh | IMP-1 inh | HCV NS3 hel inh | VIM-2 inhibitor | MEKK2 WT-MEK5
# COC(=O)c1ccc(OC(C)C(=O)c2ccc(C)cc2)cc1 (stereo not drawn) is listed as 8 | -14 | -1 | -2 | 16 | -2.7 | 37* | -4.8 | 104
# CN1CCC(N(C)C(=O)CCc2nc3ccccc3c(=O)[nH]2)CC1 is listed as -10 | -3 | 7 | -21 | 12 | 1.6 | 6 | 2.1 | 103

# (continued)
SMILES,M18AAP inhibitor,FID counter,MEKK2 mut-MEK5,SUMO HTRF inh,NALP1 inh,IMP-1 inh,HCV NS3 hel inh,VIM-2 inhibitor,MEKK2 WT-MEK5
CC(C)c1ccc(NC(=O)C(c2ccc3c(c2)OCO3)N2CCCCC2)cc1 (stereo not drawn),13,35,17,-9,6,-5.5,-88,0.9,132
COc1ccc(Br)c(C(=O)N2CCN(S(=O)(=O)c3cccs3)CC2)c1,0,-16,-3,15,x,-2.6,4,-2.9,95
CCCCC(=O)Nc1nn(CCC)c2nc3ccccc3cc12,-12,-6,-8,17,2,0.2,-3,3.8,96
Cc1c(-c2ccccc2)[n+](=O)c2c(n1[O-])CCC2,0,0,0,-9,45,-6.7,-4,-2.0,107
Cc1ccc(NC2=NCCCCC2)cc1C,4,3,1,26,13,-2.0,1,-3.2,100
CCCN(CCC)CCN1C(=O)C2C(C(=O)Nc3ccc(C)cc3)C3C=CC2(O3)C1C(=O)NC1CCCCC1 (stereo not drawn),-14,2,0,7,18,-0.8,-5,-1.3,106
Cc1cc(C)c2nc(N(CCN(C)C)C(=O)/C=C/c3cccs3)sc2c1,1,22,19,2,19,-0.6,-40,0.1,165*
CCOC(=O)C1CCN(S(=O)(=O)c2ccc3[nH]c(=O)oc3c2)CC1,-1,0,3,-11,40*,-2.7,-4,-4.2,108
O=C(Nc1ccc2c(c1)OCCO2)C1CCN(S(=O)(=O)c2ccc(Br)s2)CC1,5,-13,17,-6,14,-6.3,-4,0.1,115
Cc1nonc1C(=O)N1CCCC(N2CCN(c3ccc(F)cc3)CC2)C1 (stereo not drawn),-2,-20,-2,-6,8,-2.3,-6,0.1,104
C=CCN1CCN(C(CCC)c2nnnn2Cc2ccco2)CC1 (stereo not drawn),6,3,1,16,5,-2.8,6,-2.8,101
CCN1CCCC1CNC(=O)C(=O)NCc1ccccc1 (stereo not drawn),-13,-10,-8,8,-6,-3.1,20,-2.7,96
Cc1ccc(NC(=O)CCNC(=O)c2ccco2)cc1,-4,0,-1,13,16,-4.0,1,-3.6,101
Cc1cc(C(=O)NCCCN2CCN(c3cc(Cl)ccc3C)CC2)n(-c2ccccc2)n1,-4,11,21,0,5,-1.1,-31,-0.5,139*
CCCCOc1ncnc2c1[nH]c1ccccc12,-1,-7,-3,2,7,-2.1,3,1.1,93
CCOC(=O)C1=C(C)NC(=O)CC1c1ccccc1 (stereo not drawn),-12,-1,0,13,18,-2.3,6,-3.2,96
CN(C(=O)COc1cccc(Br)c1)C1CCS(=O)(=O)C1 (stereo not drawn),-4,3,-2,21,1,-1.6,-2,0.0,97
c1cc[n+](CCC[n+]2ccccc2)cc1,0,1,9,4,-9,-0.7,12,-0.3,109
